Screening data: PubChem, Sanford-Burnham Center for Chemical Genomics
mIAP activ – activators of mouse IAP, primary screen, biochemical, luminescence, uHTS; hit rate 0.24% among 330,000; muIAP, CDP-Star luminescence, 30 min; hits give high values; 1 = vehicle-only enzyme signal, 0 = enzyme-free wells; intestinal alkaline phosphatase [Mus musculus]; activation factor at 10 µM;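 active = activation factor of at least 2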; also: the source names both 10 and 20 µM as test concentration; values of inactives mirror those of a sister screen read the other way
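Assay system: mouse IAP enzyme / Compound: DMSO-dissolved test compounds / Timing: 30 min, room temperature / Measured by: luminescence from enzymatic CDP-Star hydrolysis / Control set: DMSO-only wells, enzyme-free buffer wells as negative control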
mIAP block – inhibitors of mouse IAP, primary screen, biochemical, luminescence, uHTS. intestinal alkaline phosphatase [Mus musculus]. purified mouse IAP, CDP-Star luminescence, 30 min. inhibition, % at 10 µM. hit rate 0.2% among 330,000;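 active = inhibition of at least 40% at 10 µM in the primary screen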;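 also: plate controls were DMSO with enzyme for no effect and no enzyme wells for full effect; values of inactives mirror those of a sister screen read the other way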
Apaf1 inhib – inhibitors of human Apaf-1 apoptosome, primary screen, biochemical, DEVD-Rh110 fluorescence, uHTS. reconstituted apoptosome caspase-3 activity. inhibition, % at 20 µM. hit rate 0.71% among 330,000; active = inhibition of at least 40% at 20 µM;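 also: plate controls were DMSO wells for no effect and DEVD-CHO caspase inhibitor wells for full effect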
Target sequence (O14727 whole entry, looked up): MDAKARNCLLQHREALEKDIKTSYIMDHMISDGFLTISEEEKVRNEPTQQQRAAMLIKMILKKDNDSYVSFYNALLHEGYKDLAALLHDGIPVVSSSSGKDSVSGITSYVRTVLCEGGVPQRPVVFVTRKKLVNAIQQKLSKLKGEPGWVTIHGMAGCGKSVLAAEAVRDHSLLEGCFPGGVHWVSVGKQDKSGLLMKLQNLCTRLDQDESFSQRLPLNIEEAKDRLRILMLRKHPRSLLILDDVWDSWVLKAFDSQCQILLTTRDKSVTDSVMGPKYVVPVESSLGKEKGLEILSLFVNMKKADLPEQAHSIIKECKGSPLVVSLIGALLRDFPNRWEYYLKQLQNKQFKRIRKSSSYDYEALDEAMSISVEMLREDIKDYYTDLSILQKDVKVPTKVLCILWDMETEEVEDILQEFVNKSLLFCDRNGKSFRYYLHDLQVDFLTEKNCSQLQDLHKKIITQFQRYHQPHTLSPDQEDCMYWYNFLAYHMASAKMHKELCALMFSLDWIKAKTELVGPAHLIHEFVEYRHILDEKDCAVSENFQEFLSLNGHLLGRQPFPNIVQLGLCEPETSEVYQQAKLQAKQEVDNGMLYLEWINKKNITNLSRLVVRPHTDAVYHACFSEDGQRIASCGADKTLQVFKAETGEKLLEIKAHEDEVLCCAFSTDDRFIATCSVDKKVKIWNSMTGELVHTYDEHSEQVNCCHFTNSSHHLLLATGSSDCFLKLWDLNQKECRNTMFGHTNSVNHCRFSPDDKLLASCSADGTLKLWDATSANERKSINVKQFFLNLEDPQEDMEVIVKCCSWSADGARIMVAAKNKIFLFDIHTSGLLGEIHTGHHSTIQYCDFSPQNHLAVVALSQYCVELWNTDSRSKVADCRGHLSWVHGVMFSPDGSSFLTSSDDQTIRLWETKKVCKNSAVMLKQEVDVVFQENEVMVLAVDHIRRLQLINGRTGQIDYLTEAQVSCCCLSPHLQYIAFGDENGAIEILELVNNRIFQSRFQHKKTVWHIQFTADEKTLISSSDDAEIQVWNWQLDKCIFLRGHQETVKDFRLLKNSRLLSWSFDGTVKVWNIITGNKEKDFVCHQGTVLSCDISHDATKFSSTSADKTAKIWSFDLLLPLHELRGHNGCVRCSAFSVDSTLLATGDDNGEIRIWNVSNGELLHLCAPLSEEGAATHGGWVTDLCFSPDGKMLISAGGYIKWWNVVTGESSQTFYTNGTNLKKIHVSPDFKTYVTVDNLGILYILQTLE
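Material: reconstituted apoptosome with Apaf-1, cytochrome c, caspase-9, procaspase-3, dATP. Technique: Rh110 fluorescence intensity. Buffer or medium: pH 7.5 Hepes buffer with CHAPS, BSA, DTT. Times: 30 min plus 50 min, RT.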
TIM10 inh – growth inhibitors of isogenic TIM10 control yeast, primary screen, counter-screen for tim10-1 yeast inhibitor project, luminescence, uHTS; S. cerevisiae TIM10 strain growth, BacTiter-Glo luminescence, 24 h; inhibition, % at 10 µM; hit rate 1.4% among 330,000; AID 463195, 2010;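 active = inhibition of 40% or more at the single tested concentration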;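 also: wild-type TIM10 isogenic control strain grown at permissive 25 °C; 0% = DMSO yeast wells and 100% = minimal medium wells without yeast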
ATG4B inh – ATG4B protease inhibitors, primary screen, biochemical, fluorescence, uHTS; ATG4B cleavage of LC3-PLA2, NBD-HPC fluorescence, 1 h; inhibition, % at 8.33 µM; hit rate 0.51% among 340,000; in the data active = inhibition above about 40%
NLRP3 yeast inh – NALP3 inflammasome inhibitors in reconstituted yeast, primary screen, luminescence, uHTS | inhibition, % at 10 µM | hit rate 0.39% among 330,000 | Yeast reconstituted NLRP3/ASC/caspase-1, beta-gal luminescence, 24 h | AID 2825, 2010;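 active = inhibition of 50% or more; inactive = inhibition below 50%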;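 also: plate controls were induced DMSO wells for no effect and uninduced yeast grown without galactose for full effect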
hIAP inh – human IAP inhibitors, primary screen, biochemical, luminescence, uHTS; Intestinal-type alkaline phosphatase (Homo sapiens), P09923; purified IAP, CDP-Star luminescence, 30 min; inhibition, % at 10 µM; hit rate 0.12% among 330,000; AID 2544, 2010;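 active = inhibition reaching a set limit with compound at 10 µM in the primary screen, cut at about 35% in these data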;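 also: plate controls were DMSO wells with enzyme for no effect and no-enzyme buffer wells for full effect; values of inactives mirror those of a sister screen read the other way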
tim10-1 inh – growth inhibitors of tim10-1 mutant yeast, primary screen, luminescence, uHTS; hit rate 2.2% among 330,000; inhibition, % at 20 µM; S. cerevisiae tim10-1 ts strain growth, BacTiter-Glo, 24 h;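 active = inhibition of at least 40%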;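 also: mutant grown at 25 °C; 0% = DMSO wells with yeast and 100% = wells holding no yeast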
hIAP activ – human IAP activators, primary screen, biochemical, luminescence, uHTS; Intestinal-type alkaline phosphatase (Homo sapiens), P09923; purified human IAP, CDP-Star luminescence, 30 min; hits give high values; 1 = vehicle-only enzyme, 0 = enzyme-free background; activation factor at 10 µM; hit rate 0.16% among 330,000; AID 2524, 2010;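 active = activation factor of the enzyme at least 2-fold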; also: the source names both 10 and 20 µM as test concentration; values of inactives mirror those of a sister screen read the other way
The depositor's hits bear a star; nt = not tested or not shown.

SMILES	mIAP activ	mIAP block	Apaf1 inhib	TIM10 inh	ATG4B inh	NLRP3 yeast inh	hIAP inh	tim10-1 inh	hIAP activ
CCOc1cc(CNCc2ccccc2)ccc1OCC(=O)NC1CCCCC1	0.97	3	7	4	4	20	-31	-3	1.3
Cc1cc2c(Nc3cccc(O)c3)ncnc2s1	1.2	-18	6	5	-2	7	17	-8	0.83
CC(NC(=O)C(=O)NCCC1=CCCCC1)c1ccccc1 (stereo not given)	0.93	7	9	8	5	22	7	5	0.93
CCc1ccc(C(=O)CCC(=O)Nc2ccc(OC)c(S(=O)(=O)N3CCCCC3)c2)cc1	0.98	2	11	10	-12	26	7	14	0.93
O=C(COC(=O)c1ccccc1)Nc1cccc(S(=O)(=O)NC2=NCCCCC2)c1	1	-4	-5	2	7	-3	7	0	0.93
O=C1CC2(CCCC2)C(=O)N1CN1CCN(S(=O)(=O)c2ccc(F)cc2F)CC1	1	-3	19	0	-7	20	-19	18	1.2
O=C(CNC(=O)c1ccc(Oc2ccccc2)cc1)OCc1ccc(Br)cc1	1.1	-6	6	-4	4	11	6	4	0.94
S=C(NCCc1ccccc1)NC1CC2CCC(C1)N2Cc1ccccc1 (stereo not given)	1.5	-45	-1	-46	-5	24	-6	-30	1.1
C[C@H](NC(=O)c1[nH]cnc1C(=O)N[C@H](C)c1ccccc1)c1ccccc1	0.95	5	11	11	-18	-5	-31	16	1.3
CC(C)=CCN1CCN(Cc2cnc(-c3ccccc3)s2)CC1CCO (stereo not given)	1	-2	1	-11	-2	0	-9	-6	1.1
CSc1ccccc1C(=O)Nc1ncc(C)s1	1	-4	-3	10	-4	22	6	-15	0.94
CC(C)OC(=O)c1cc(NC(=O)C2C3CCC(O3)C2C(=O)O)cc(C(=O)OC(C)C)c1 (stereo not given)	0.93	7	-1	-3	-9	5	-4	21	1
OCC[C@@H]1C[C@H](O)[C@@H](O)[C@@]2(CCCCO2)O1	0.97	3	1	16	-2	4	-4	2	1
Cc1cccc(COc2ccccc2C(=O)NC2CCC(O)CC2)c1 (stereo not given)	0.95	5	6	0	-2	7	3	13	0.97
CCOC(=O)c1nnc(-c2ccc(C)cc2)nc1Sc1cccc(Cl)c1	1	-4	9	3	3	16	-1	-1	1
COC(CNC(=O)CNC(=S)N(CCCN1CCOCC1)Cc1cccs1)OC	1.2	-18	4	-8	-5	-5	-28	25	1.3
COc1cccc2cc(C(=O)N(Cc3ccccc3)CC3CCCO3)c(=O)oc12 (stereo not given)	0.96	4	0	15	-9	9	9	35	0.91
CC(C)C1NC2(C(=O)c3ccccc3C2=O)C2C(=O)N(c3ccc(F)cc3)C(=O)C12 (stereo not given)	0.98	2	5	0	3	-2	-6	40*	1.1
CS(=O)(=O)c1ccc(Oc2ccc(-c3nnco3)cc2)c([N+](=O)[O-])c1	0.98	2	-3	5	0	14	-3	24	1
CCOc1ccc(S(=O)(=O)N(CC)CC(=O)NC2CC2)cc1	1	0	-14	0	2	7	12	-10	0.88
O=C(COC(=O)c1nc(Cl)ccc1Cl)Nc1ccc(Cl)cc1	0.93	7	7	15	5	13	17	-4	0.83
CCN(CC)S(=O)(=O)c1ccc2[nH]cc(C(=O)NCCc3ccc(OC)c(OC)c3)c(=O)c2c1	0.93	7	6	7	-10	-3	-8	2	1.1
CC(=O)c1cccc(NC(=O)c2ccc3c(c2)CCN3S(=O)(=O)c2ccccc2)c1	0.93	7	13	15	-14	9	-7	13	1.1
CCN(Cc1ccccc1)C(=O)C1CCN(S(=O)(=O)c2ccc3c(c2)OCCO3)CC1	1	0	4	22	-13	23	-31	8	1.3
O=C(C[C@H]1C/C=C\CC[C@H](Cc2ccc(F)cc2)C(=O)OC[C@@H]2CCCN2C1=O)N[C@H](CO)Cc1ccccc1	1	-5	19	-2	-9	16	13	-5	0.87
COc1ccccc1CNC(=O)CCNS(=O)(=O)c1cccc2nsnc12	1.1	-6	-7	1	-9	11	-1	-14	1
C=CCON1C(=O)c2ccccc2C1=O	1	0	-3	5	1	6	-8	2	1.1
O=C(CCNC(=O)C1CCN(S(=O)(=O)c2ccccc2)CC1)NCCc1ccc(Cl)cc1	1.1	-9	5	10	-11	5	-28	0	1.3
COc1ccc(CC(=O)N(C)CC(=O)Nc2ccccc2SC)cc1	0.95	5	-5	10	-1	20	-2	-4	1
COc1cccc(CN2CCNC(=O)C2CC(=O)N(Cc2cnn(C)c2)C(C)C)c1 (stereo not given)	0.95	5	-3	2	10	21	1	15	0.99
OC(c1ccccc1)C(CN1CCOCC1)c1ccccc1 (stereo not given)	1	-1	-31	3	5	13	-8	1	1.1
COc1ccc(OC)c2nc(-c3ccncc3)ccc12	0.98	2	-3	15	-4	31	-9	24	1.1
Cc1ccccc1NC(=O)Cn1c(CCC(=O)O)ccc1-c1cccs1	0.93	7	0	15	-3	23	3	30	0.97
NC1=NC(=O)/C(=C/c2cccc(-c3ccc(S(N)(=O)=O)cc3)c2)S1	0.86	14	-4	-2	-8	-19	-9	7	1.1
Cc1cc(C)c(C(=O)NCCCN2CCOCC2)c(C)c1	1	0	1	-3	-3	25	-21	-17	1.2
COc1ccc(CCNC(=O)C2CCC(=O)N(CC3CCCCC3)C2)cc1 (stereo not given)	1.1	-10	3	0	25	5	-10	25	1.1

Random excerpt: two records from the list.
SMILES	mIAP activ	mIAP block	Apaf1 inhib	TIM10 inh	ATG4B inh	NLRP3 yeast inh	hIAP inh	tim10-1 inh	hIAP activ
COc1ccc(CC(=O)N(C)CC(=O)Nc2ccccc2SC)cc1	0.95	5	-5	10	-1	20	-2	-4	1
COc1cccc(CN2CCNC(=O)C2CC(=O)N(Cc2cnn(C)c2)C(C)C)c1 (stereo not given)	0.95	5	-3	2	10	21	1	15	0.99

New compounds follow:
SMILES	mIAP activ	mIAP block	Apaf1 inhib	TIM10 inh	ATG4B inh	NLRP3 yeast inh	hIAP inh	tim10-1 inh	hIAP activ
O=S(=O)(NC1CC1)c1ccc(Cl)cc1F	0.9	10	-4	9	-3	2	1	0	0.99
COCCNC(=O)c1ccc2snnc2c1	1.1	-6	-8	2	-7	5	16	-1	0.84
O=C(CNC(=S)N(Cc1ccccc1)Cc1cccnc1)NCc1ccccc1	1.1	-7	-8	-9	-7	-2	-5	2	1.1
Cc1ccc(S(=O)(=O)NCc2ccco2)cc1C(N)=O	1	-5	-6	4	-6	12	0	-2	1
N#CC1=C(N)N=C(SCc2ccccc2)C(C(N)=O)C12CCCCC2 (stereo not given)	0.88	12	-11	-7	32	-2	7	2	0.93
COc1ccc2c(c1)oc(=O)c1cc(OC)ccc12	1	-1	-4	9	-19	44	-20	29	1.2
CC(=O)C[C@H](O)CC(=O)[C@H]1OC(=O)[C@@H](C)CCCCc2ccccc21	0.94	6	-6	4	nt	11	-4	21	1
CCn1c(=O)cc(SCC(=O)NCCCN2CCN(c3ccccc3F)CC2)c2ccccc21	1	-4	-6	8	-2	11	1	1	0.99
COc1ccc(C(=O)NCC(c2cccs2)N2CCOCC2)cc1OC (stereo not given)	0.98	2	15	6	0	16	-9	-11	1.1
Cc1ccc(CNC(=O)C2CCC(=O)N(CCc3ccc(Cl)cc3)C2)s1 (stereo not given)	1.1	-6	-3	12	-4	7	-25	14	1.3
CCOC(=O)CN1N=C(c2ccc(C)cc2)CCC1=O	0.98	2	0	-5	6	12	14	9	0.86
CCOc1ccc(/C=N/NC(=O)c2cc3c(OC)cccc3[nH]2)cc1	0.93	7	3	1	-6	10	1	2	0.99

Complete entries as entered above:
Listed for `N#CC1=C(N)N=C(SCc2ccccc2)C(C(N)=O)C12CCCCC2` (stereo not given) = mIAP activ = 0.88; mIAP block = 12; Apaf1 inhib = -11; TIM10 inh = -7; ATG4B inh = 32; NLRP3 yeast inh = -2; hIAP inh = 7; tim10-1 inh = 2; hIAP activ = 0.93
Listed for `Cc1cc2c(Nc3cccc(O)c3)ncnc2s1` = mIAP activ = 1.2; mIAP block = -18; Apaf1 inhib = 6; TIM10 inh = 5; ATG4B inh = -2; NLRP3 yeast inh = 7; hIAP inh = 17; tim10-1 inh = -8; hIAP activ = 0.83

(listing goes on)
SMILES	mIAP activ	mIAP block	Apaf1 inhib	TIM10 inh	ATG4B inh	NLRP3 yeast inh	hIAP inh	tim10-1 inh	hIAP activ
CC(C)(C)OC(=O)C[C@@H]1C/C=C\C[C@@H](CC(=O)N[C@@H](CO)Cc2ccccc2)C(=O)N2CCC[C@H]2COC1=O	1	-2	-6	4	-4	7	15	6	0.85
O=C(NNS(=O)(=O)c1ccc(Cl)cc1)c1cc(-c2ccccc2)nc2ccccc12	1	-5	3	24	-7	14	7	31	0.93
CCCCn1c(N)c(N(CCOC)C(=O)C2CCN(S(=O)(=O)c3ccc(Cl)cc3)CC2)c(=O)[nH]c1=O	0.93	8	2	11	-3	-5	-17	16	1.2
N#Cc1c(C(F)(F)F)cc(-c2ccccc2)nc1SCCN1CCOCC1	0.93	7	7	17	-10	13	9	17	0.91
O=C(OC(C(=O)NC1CCCCC1)c1ccccn1)c1cccs1 (stereo not given)	1.1	-13	-6	-4	-5	5	2	35	0.98
COc1ccc(S(N)(=O)=O)cc1C(N)=O	0.92	8	-13	7	1	9	3	0	0.97
CCCn1nnnc1SCC(=O)N1CCCC1	1.1	-6	-3	4	-6	11	-18	5	1.2
COc1cc2ccccc2cc1C(=O)NC(=S)Nc1cccc(C(=O)O)c1	0.95	5	12	10	3	4	4	16	0.96
CC(C)C(NC(=O)Nc1ccccc1)C(=O)Nc1cccc(S(=O)(=O)N(C)C)c1 (stereo not given)	1.2	-16	1	13	-8	1	-18	-9	1.2
CCn1ccc(C(=O)Nc2ccsc2C(=O)OC)n1	1	-4	14	1	-13	37	-14	14	1.1
Cn1c(=O)n(C)c2cc([N+](=O)[O-])c(N3CCN(C(=O)c4ccc(Cl)cc4)CC3)cc21	0.97	3	-14	28	-11	13	-1	29	1
O=C1CSC(c2cn(-c3ccccc3)nc2-c2ccc3c(c2)OCCO3)N1CCN1CCOCC1 (stereo not given)	1.2	-17	13	14	-11	8	-13	17	1.1
CCc1ncc(CN2CCCC(C(=O)Nc3ccc(-c4cscn4)cc3)C2)cn1 (stereo not given)	0.96	4	-15	9	27	15	-10	-4	1.1
COCCCNC(=S)N/N=C/c1ccc(OC)cc1	0.92	8	-5	27	2	10	7	25	0.93
CC(=O)N(c1ccccc1)C1CCCC1	1	-4	-2	6	1	-49	-8	-5	1.1
Cc1ccc(S(=O)(=O)c2ccccc2)cc1S(=O)(=O)N1CCOCC1	1	0	4	-7	-2	-16	11	39	0.89
O=C(CSc1nncn1-c1ccccc1)N1CCCC1	0.97	3	-6	-5	-11	7	-20	-2	1.2
COc1cc(-n2c(C)nc3cc(C(=O)N4CCOCC4)ccc32)cc(OC)c1OC	0.99	0	9	8	-8	18	-12	16	1.1
Cc1ccccc1NC(=O)c1cnc2ccccn2c1=O	0.97	3	-12	3	6	42	9	2	0.91
CC(c1nnc(Sc2nnnn2-c2ccccc2)n1-c1ccc(F)cc1)N(C)C (stereo not given)	0.98	2	1	7	-4	14	7	16	0.93
CCN1CCN(CCCNC(=O)Cn2cc3c(n2)CCCC3)CC1	0.89	11	21	3	-1	-2	-2	1	1
